High-throughput results deposited in PubChem by National Center for Advancing Translational Sciences (NCATS).
PTHR1 ag: agonists of human PTHR1 parathyroid hormone receptor | Q03431 | HEK293 GP2 PTHR1 cells, GloSensor cAMP luminescence, 1 h | Potency, µM (highest dose often 115 µM), for the others: at the highest dose activation, actives largely listed as activators | 410,000 tested, 0.075% active | AID 743266; also: potency is read from the fitted curve at half-maximal effect; nearly all actives have a fitted effect of over 55% in size; some results filed as inactive show a strong effect at the top dose; inactives centre near -15; many of its hits are not listed in these tables
Target sequence (Q03431 whole entry, looked up): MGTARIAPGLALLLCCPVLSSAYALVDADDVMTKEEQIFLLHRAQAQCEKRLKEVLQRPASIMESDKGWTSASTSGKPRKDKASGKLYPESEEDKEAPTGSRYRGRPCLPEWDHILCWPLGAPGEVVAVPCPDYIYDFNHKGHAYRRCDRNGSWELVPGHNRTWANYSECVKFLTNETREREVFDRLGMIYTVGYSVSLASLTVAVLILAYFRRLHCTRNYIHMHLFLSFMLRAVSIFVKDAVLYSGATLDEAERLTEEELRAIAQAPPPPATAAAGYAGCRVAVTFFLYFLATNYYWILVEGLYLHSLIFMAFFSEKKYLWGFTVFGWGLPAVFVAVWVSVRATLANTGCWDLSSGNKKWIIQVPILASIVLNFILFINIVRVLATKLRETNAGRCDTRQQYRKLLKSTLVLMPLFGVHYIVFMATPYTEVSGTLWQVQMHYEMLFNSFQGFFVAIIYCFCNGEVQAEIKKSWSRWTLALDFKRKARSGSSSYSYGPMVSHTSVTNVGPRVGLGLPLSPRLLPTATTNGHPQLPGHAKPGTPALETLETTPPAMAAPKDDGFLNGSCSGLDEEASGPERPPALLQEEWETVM
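HEK-293-derived GP2 cells expressing PTHR1 and a GloSensor cAMP reporter, 3,000/well, plated overnight, given luciferin plus IBMX (each 0.5 mM as added) for 1 h at 37 °C, then compound for 1 h at 37 °C. Luminescence was read after 15 min at room temperature.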
aSyn rescue: rescues yeast growth from alpha-synuclein toxicity; Potency, µM (top dose mostly 46.1 µM), inactives show at the highest dose growth rescue (activation), actives largely listed as activators; 370,000 tested, 0.14% active; Yeast expressing alpha-synuclein, growth rescue, BacTiter-Glo, 24 h; also: potency is read from the fitted curve at half-maximal effect; % of control where 0% means no effect; nearly all actives have a fitted effect of over 65% in size
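Rescue of yeast growth: cells expressing toxic alpha-synuclein, induced in galactose at OD600 0.02, incubated with compound 24 h at 30 C. ATP luminescence quantified growth; inhibitors of toxicity appear as activators.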
Abeta yeast res: compounds reversing amyloid beta toxicity in yeast. AID 1347071. 410,000 tested, 0.063% active. yeast expressing A-beta42, growth rescue, OD600, 48 h; response scale: 0% DMSO, 100% iron-clioquinol control. Potency, µM (titrated, usually from 46.1 µM), for inactives: at the highest dose growth rescue, hits mostly activators; also: potency is read from the fitted curve at half-maximal effect; nearly all actives have a fitted effect of over 55% in size
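Growth rescue measured by 600 nm absorbance after 48 h yeast culture at 30 C with compound. Values normalized between DMSO and an equimolar ferric chloride plus clioquinol control.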
GLP-1R inv ag: acts as inverse agonist at human GLP-1 receptor | P43220 | HEK293 GLP-1R CRE-luciferase, luminescence, 24 h; GLP-1R form is constitutively active | Potency, µM (highest dose often 38.3 µM), for inactives: at the highest dose activity change, negative = inhibition, actives largely listed as inhibitors | 410,000 tested, 1.6% active | AID 624417; also: potency is read from the fitted curve at half-maximal effect; % is scaled to controls: 0 for no effect and ±100 for the full control effect; nearly all actives have a fitted effect of over 55% in size
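Constitutively active GLP-1R drives a cAMP-responsive luciferase in stably transfected HEK293 cells; test compounds are added after overnight (12 h) attachment and left 24 hr, and signal loss in luminescence marks inhibition.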
FUS yeast rescue: rescues growth of FUS-expressing yeast. Potency, µM (titrated, usually from 76.6 µM), for inactives: at the top dose growth rescue (activation), usual class: activators. S. cerevisiae FUS-expressing, growth rescue, OD600, 24 h. 390,000 tested, 0.24% active;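 also: potency is read from the fitted curve at half-maximal effect; plate controls were DMSO vehicle for no effect and reference control for full effect; nearly all actives have a fitted effect of over 55% in size; some results filed as inactive show a strong effect at the top dose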
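Toxicity suppression screen in FUS-yeast. Cells induced with 2% galactose, starting OD 0.005, treated 24hr at 30C with compounds at multiple final concentrations; growth by OD600.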
DRD3 antagonist: blocks the human D3 dopamine receptor | P35462 | D3R cells, DiscoveRx beta-arrestin luminescence, antagonist mode; stronger effect = lower value | max response, negative = inhibition, % | 360,000 tested, 2.5% active; in the data active = max response below about -50%; inconclusive = no clear call, values can overlap the other calls; also: % is scaled to controls: 0 for no effect and ±100 for the full control effect; mostly tested at two doses, the higher about 12 µM
Target sequence (P35462 whole entry, looked up): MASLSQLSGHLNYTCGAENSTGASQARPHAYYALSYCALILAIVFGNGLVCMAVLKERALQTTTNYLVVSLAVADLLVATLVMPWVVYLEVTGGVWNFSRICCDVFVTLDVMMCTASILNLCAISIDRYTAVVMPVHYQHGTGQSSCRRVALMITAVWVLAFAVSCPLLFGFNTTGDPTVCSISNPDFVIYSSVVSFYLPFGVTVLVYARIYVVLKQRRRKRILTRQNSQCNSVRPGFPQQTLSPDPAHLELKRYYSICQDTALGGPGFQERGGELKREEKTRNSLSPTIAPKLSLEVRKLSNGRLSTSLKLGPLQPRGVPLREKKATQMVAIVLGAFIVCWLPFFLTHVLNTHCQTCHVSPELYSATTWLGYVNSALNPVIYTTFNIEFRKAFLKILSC
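Cells expressing the human receptor were seeded at 1500 cells/well, incubated overnight at 37 degrees C in 5% CO2, then exposed to library compounds with dopamine controls for 90 minutes at 37 degrees C before luminescent detection.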
GLP1R ag: agonists of human GLP-1 receptor; Potency, µM (series often up to 45.6 µM), for the others: top-dose activation, usual class: activators; 380,000 tested, 0.007% active; HEK293 GLP-1R CRE-luciferase, luminescence, 4-6 h; cells express a hypersensitive GLP-1R form; P43220; also: potency is read from the fitted curve at half-maximal effect; % of control where 0% means no effect
TDP43 rescue: rescues yeast growth from TDP-43 toxicity | TDP-43 expressing yeast growth rescue, BacTiter-Glo, 24 h | Potency, µM (highest dose often 46.1 µM), for inactives: at the top dose growth rescue (activation), usual class: activators | 410,000 tested, 1.8% active; also: potency is read from the fitted curve at half-maximal effect; % of control where 0% means no effect; nearly all actives have a fitted effect of over 50% in size
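Galactose-induced TDP-43 yeast, OD600=0.02, compound pinned; 24 hr, 30 deg C; BacTiter-Glo luminescence for growth. Inhibitors of TDP-43 toxicity read as activators.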
pAkt inh: Akt phosphorylation inhibition; Neuro2A IGF-stimulated pAkt S473 HTRF, 20 min; stronger effect = lower value; activity change, % for hits at 50 µM; 360,000 tested, 0.32% active; in the data active = activity change below about -80%; inconclusive = mostly about -51% to -80%; also: % is scaled to controls: 0 for no effect and ±100 for the full control effect
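Neuro2A cells in DMEM with 0.5% FBS, overnight at 37 deg C, given compound at single 50 µM final, then IGF (6 nM final) for 20 min at 37 deg C. Lysed; phospho-Akt Ser473 by HTRF after 24 h, 665/615 ratio.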
* = called active by the depositor; i = inactive; ? = inconclusive; · = no result given; [ ] = dose if it differs, or a comment. Unless noted, calls follow the shape of the dose curve; as a rule, active = well fitted curve in the direction sought with a large enough effect; inconclusive = small, poorly fitted or top-dose-only effect, or another doubt; inactive = no such curve, though single readings can be large; an effect the other way counts as inactive or inconclusive. This is a subset; rates above refer to the full screens.

Results follow in this order: PTHR1 ag, aSyn rescue, Abeta yeast res, GLP-1R inv ag, FUS yeast rescue, DRD3 antagonist, GLP1R ag, TDP43 rescue, pAkt inh
C[C@H](CO)N1C[C@H](C)[C@@H](CN(C)Cc2ccccc2)Oc2c(NC(=O)C3CC3)cccc2C1=O
→ -59%[inhibitor], -2%, 9%, 3%, -28%, -5, -2%, 11%, i
Cc1nn(C(C)(C)C)c(OC(=O)c2cccs2)c1S(=O)(=O)c1ccccc1
→ i, -7%, -47%[inhibitor], ?, -3%, -14, -34%[inhibitor], 0%, i
CCn1nnnc1SCC(=O)NC1Cc2ccccc2C1
→ i, 2%, 6%, 9%, 21%, -5, 1%, 7%, i
CCN(CC)S(=O)(=O)c1ccc(-c2cn3ccccc3n2)cc1
→ -1%, -2%, -14%, 6%, -3%, ?, -3%, -4%, i
CCCc1nnc(-c2ccc(OC)cc2)o1
→ i, 4%, 11%, -2%, -8%, 13, -3%, 2%, i
Cc1nn(-c2ccccc2)c(Cl)c1C(=O)NNC(=O)c1ccccc1O
→ 15%, 0%[1.84 µM], -15%, ?, ?, 4, -5%, -2%, i
CC1(C(=O)Nc2ccc3c(c2)OCCO3)CCN1C(=O)c1ccco1 (stereo unspecified)
→ i, 4%, -14%, 25%, -13%, -14, 7%, 9%, i
COC(=O)c1cc2oc3ccccc3c2n1Cc1c(C)cc(C)cc1C
→ i, ·, -11%, 10%, -12%, ·, ·, -20%, ·
COC(=O)C1(C(=O)OC)NOC2C(=O)N(N(C)c3ncc(C(F)(F)F)cc3Cl)C(=O)C21 (stereo unspecified)
→ i, -3%, 5%, 11%, 16%, -3, 1%, -12%, i
O=C(O)CC(Cn1cnnn1)c1ccccc1 (stereo unspecified)
→ -19%, -2%, 16%, 2%, -24%, 31, 4%, 7%, i
O=C(CSc1nnc(-c2ccco2)n1Cc1ccccc1)NCc1ccccc1
→ i, 2%, -3%, ?, 20%, 10, -7%, 14%, i
CC(C)Cn1c(SCc2nnc(-c3cccs3)o2)nc(O)cc1=O
→ i, 5%, 10%, 35%[activator], 21%, 2, -10%, 17%, i
O=C(CCc1nnc2ccc(NCc3ccco3)nn12)Nc1ccc(F)cc1F
→ i, 0%, -20%, 3%, -12%, 5, 7%, 7%, ·
OC1C=CSc2nc3ccccc3n21 (stereo unspecified)
→ i, -2%, 1%[9.22 µM], 57%[activator], -60%[inhibitor], 0, 13%, 26%, i
CCn1cc(C(=O)N2CCN(C(=O)c3ccco3)CC2)c2cc(OC)c(OC)cc2c1=O
→ -24%, -12%, -8%, 0%, 7%, 10, 0%, 3%, i
N#Cc1nc(COc2ccc(Br)cc2)oc1NCCCn1ccnc1
→ 21%, -10%, -3%, -25%, 11%, -17, 1%, 0%, i
O=C(NC(C(=O)N/N=C/c1cc([N+](=O)[O-])ccc1O)c1n[nH]c(=O)c2ccccc12)c1ccccc1 (stereo unspecified)
→ -29%, -17%, -52%[inhibitor], 7%, 30%, ?, 5%, 12%, i
CCN(CC)CCCNC(=O)c1ccc2c(c1)sc1nc(-c3ccc(C)cc3)cn12
→ -18%, ·, -52%[inhibitor], ?, -5%, ·, ·, -60%[inhibitor], ·
COc1ccc(NS(=O)(=O)c2ccc(OC)c(OC)c2)cc1OC
→ i, -1%, 7%, 9%, 12%, 8, 3%, 16%, i
O=c1cc(NC2CCCCC2)[nH]c(=O)[nH]1
→ 1%, -2%, -10%, 5%, 14%, -23, -1%, -21%, i
CO[C@@H]1O[C@@H]2COC(c3ccccc3)O[C@@H]2[C@@H](OC)[C@@H]1O (stereo partly specified)
→ i, 1%, 5%, 5%, -2%, 5, -11%, -5%, i
CC(C)CNC(=O)c1cccc(NC(=O)c2ccc(Cl)c([N+](=O)[O-])c2)c1
→ -36%[inhibitor], 3%, 3%, -47%, ·, 4, -32%[inhibitor], 14%, i
O=C(NCCc1ccccc1)c1cccnc1N1CCCCCC1
→ -27%[57.5 µM], -15%, 3%, ?, 1%, -12, 5%, -7%, i
O=C(Cn1nnc(-c2ccc(Cl)cc2)n1)NC(=O)NC1CCCC1
→ i, 2%, 8%, 14%, -13%, 11, 2%, 0%, i
CC(=O)c1cccc(NC(=O)COC(=O)c2ccc3c(c2)OCO3)c1
→ 20%, 3%, 4%, 11%, -5%, 6, -1%, 8%, i
COc1cc(/C=C/C(=O)OCC(=O)c2ccccc2)cc(OC)c1OC
→ -6%, 0%, 2%, 1%, -1%, -1, 11%, 16%, i
COC(CNC(=O)[C@H](CSCc1ccccc1)N1Cc2ccccc2C1=O)OC
→ -19%, -4%, -6%, -19%, -2%, 5, 9%, -8%, i
Cc1cccc(C)c1OCC(O)CNS(=O)(=O)c1ccccc1C(=O)N1CCOCC1 (stereo unspecified)
→ -2%, -7%, 3%, -10%, 2%, -29, 6%, 4%, i
COc1ccccc1-c1noc(CCCC(=O)Nc2cccc(C(F)(F)F)c2)n1
→ i, ·, -13%, ?, ?, ·, ·, 30%, ·
COc1ccc(CCN2C(=O)C(Oc3ccccc3C)C2c2ccc3c(c2)OCO3)cc1OC (stereo unspecified)
→ -2%[57.5 µM], -3%, 7%, ?, 8%, 47, 0%, -12%, ·

Next section
Results follow in this order: PTHR1 ag, aSyn rescue, Abeta yeast res, GLP-1R inv ag, FUS yeast rescue, DRD3 antagonist, GLP1R ag, TDP43 rescue, pAkt inh
CN1CCOC(=O)/C1=N/Nc1cc(Cl)ccc1Cl
→ -16%, -8%, -9%, ?, 2%, -22, 0%, -14%[0.397 µM], i
O=C(COC(=O)c1ccc(Cl)nc1)Nc1ccc(Cl)cc1
→ i, -4%, 12%, 0%, 2%, ?, 12%, -27%, i
Cc1cccc(NC(=O)Cn2c(/C=C/c3ccccc3)nc3ccccc32)c1
→ i, 3%, -23%, 7%, ·, 5, 1%, 4%, i
O=C1CCCN1CCCNS(=O)(=O)c1ccc(F)c(F)c1
→ i, -4%, 6%, 4%, -6%, -11, -5%, 11%, i
CC(Cc1ccccc1)N/C=C1\CC(=O)NC1=O (stereo unspecified)
→ i, 4%, ?, 1%, -24%, ?, -7%, 11%, i
OCC1OC(c2ccccc2)OC2COC(c3ccccc3)OC12 (stereo unspecified)
→ i, 5%, -4%, -22%, 17%, ?, -9%, 0%, i
Cc1ccc(NC2CNC(=O)NC2=O)cc1C (stereo unspecified)
→ i, 3%, 5%, 22%, 20%, 6, 1%, -19%, i
CC1=C(C(=O)Nc2cc(C(=O)N3CCN(c4ccc(Cl)cc4)CC3)ccc2C)SCCO1
→ i, 0%, -6%, ?, ?, 12, 17%, 30%, i
Cc1ccccc1C(=O)NNC(=O)CSc1nnc(-c2ccncc2)n1-c1ccccc1
→ i, -1%, -7%, 6%, 10%, -16, -5%, -12%, i
CCc1cccc(CC)c1NC(=O)c1cc(S(=O)(=O)N2CCc3ccccc32)cn1C
→ i, ·, 4%, -2%, -12%, ·, ·, 16%, ·
Cc1nc2cccnc2n1C1CCN(C(=O)Nc2ccccc2C(F)(F)F)CC1
→ i, ·, -10%, 10%, -15%, ·, ·, 16%, ·
O=C(Nc1ccccc1Cl)c1cc[n+]([O-])cc1
→ i, -6%, -10%, 1%, 32%, 5, 0%, -24%, i
CCn1cc(Br)c(C(=O)N2CCN(c3ccccc3)CC2)n1
→ -9%[57.5 µM], -1%, 15%, 35%[activator], 1%, 10, 0%, 4%, i
CCc1ccc(N=C2NC(=O)/C(=C/c3cc(OC)c(OC)c(OC)c3)S2)cc1
→ -8%, 11%, 5%, ?, 22%, -29, 14%, -2%, i
CCOC(=O)c1c(C)c(C(=O)NCCN2CCOCC2)c(C)n1CC
→ -7%, 0%, 1%, 0%, 7%, -15, -1%, -20%, i
O=[N+]([O-])c1cccc(S(=O)(=O)N2CN(c3ccc(Br)cc3)c3nc4ccccc4nc32)c1
→ i, 0%, -8%, 18%, ·, -7, -4%, 11%, i
O=C1CC(c2ccc(Cl)cc2)CC(O)=C1C=NCc1ccc(Cl)c(Cl)c1 (stereo unspecified)
→ -30%, 5%, 9%, 9%, 0%, 4, -9%, 1%, i
O=C(Nc1ccccc1)/C(=C/c1ccc([N+](=O)[O-])cc1)NC(=O)c1ccco1
→ -17%, -2%, -16%, 16%, 34%, -2, -1%, -16%, i
CCOCc1nnc(NC(=O)CSc2ccccc2)s1
→ i, -8%, -14%, 3%, -9%, -6, 0%, -9%, i
O=C1C=C(Nc2cccc(O)c2)CC(c2ccco2)C1 (stereo unspecified)
→ 14%[57.5 µM], 3%, 14%, -7%, 32%, 0, -8%, -2%, i
COc1ccc(F)cc1NC(=O)C1CCN(c2nc(-c3ccc(OC)c(OC)c3)no2)CC1
→ i, ·, -6%, -1%, -9%, ·, ·, -2%, ·
Cn1cc(CN2CCCCC2c2ccccn2)c(-c2ccc3c(c2)OCCO3)n1 (stereo unspecified)
→ 15%, -9%, -7%, 5%, 15%, -8, 14%, 0%[0.397 µM], i
CCOC(=O)C1CCN(c2c(NCc3ccc(C(=O)Nc4ccc(C)cc4)cc3)c(=O)c2=O)CC1
→ i, -1%, 1%, 41%[activator], -10%, 8, 0%, 19%, i
C=CCOc1ccc(/C=C/C(=O)Nc2ccc(C(=O)NC)cc2)cc1
→ -29%, -7%, -5%, 17%, 3%, 3, 0%, 26%, i
Cc1cc(/C=N/NC(=O)c2cc3ccccc3o2)c(C)n1C
→ i, -2%, 8%, ?, 41%, 33, 0%, 11%, i
Cc1cc(CN(C)C(=O)CC2C(=O)NCCN2CC(c2ccccc2)c2ccccc2)on1 (stereo unspecified)
→ -2%, -2%, -4%, -6%, 11%, 5, 4%, -19%, i
